KDM5B inhibitor = Primary screen for KDM5B Histone Demethylases FDH-coupled qHTS; Lysine-specific demethylase 5B (Homo sapiens), Q9UGL1; KDM5B demethylase, FDH-coupled NADH fluorescence (FDH is formaldehyde dehydrogenase); Potency, µM (series often up to 57.7 µM), without a hit: at the top dose activity change, negative = inhibition, most hits filed as inhibitors; hit rate 2.6% among 220,000; active means well fitted inhibition curve with a large enough effect; inconclusive means small, poorly fitted or top-dose-only effect; inactive means no such curve, though single readings can be large or run the other way; further: 0% is about no effect; nearly all actives have a fitted effect of over 70% in size
Target sequence (Q9UGL1 whole entry, looked up): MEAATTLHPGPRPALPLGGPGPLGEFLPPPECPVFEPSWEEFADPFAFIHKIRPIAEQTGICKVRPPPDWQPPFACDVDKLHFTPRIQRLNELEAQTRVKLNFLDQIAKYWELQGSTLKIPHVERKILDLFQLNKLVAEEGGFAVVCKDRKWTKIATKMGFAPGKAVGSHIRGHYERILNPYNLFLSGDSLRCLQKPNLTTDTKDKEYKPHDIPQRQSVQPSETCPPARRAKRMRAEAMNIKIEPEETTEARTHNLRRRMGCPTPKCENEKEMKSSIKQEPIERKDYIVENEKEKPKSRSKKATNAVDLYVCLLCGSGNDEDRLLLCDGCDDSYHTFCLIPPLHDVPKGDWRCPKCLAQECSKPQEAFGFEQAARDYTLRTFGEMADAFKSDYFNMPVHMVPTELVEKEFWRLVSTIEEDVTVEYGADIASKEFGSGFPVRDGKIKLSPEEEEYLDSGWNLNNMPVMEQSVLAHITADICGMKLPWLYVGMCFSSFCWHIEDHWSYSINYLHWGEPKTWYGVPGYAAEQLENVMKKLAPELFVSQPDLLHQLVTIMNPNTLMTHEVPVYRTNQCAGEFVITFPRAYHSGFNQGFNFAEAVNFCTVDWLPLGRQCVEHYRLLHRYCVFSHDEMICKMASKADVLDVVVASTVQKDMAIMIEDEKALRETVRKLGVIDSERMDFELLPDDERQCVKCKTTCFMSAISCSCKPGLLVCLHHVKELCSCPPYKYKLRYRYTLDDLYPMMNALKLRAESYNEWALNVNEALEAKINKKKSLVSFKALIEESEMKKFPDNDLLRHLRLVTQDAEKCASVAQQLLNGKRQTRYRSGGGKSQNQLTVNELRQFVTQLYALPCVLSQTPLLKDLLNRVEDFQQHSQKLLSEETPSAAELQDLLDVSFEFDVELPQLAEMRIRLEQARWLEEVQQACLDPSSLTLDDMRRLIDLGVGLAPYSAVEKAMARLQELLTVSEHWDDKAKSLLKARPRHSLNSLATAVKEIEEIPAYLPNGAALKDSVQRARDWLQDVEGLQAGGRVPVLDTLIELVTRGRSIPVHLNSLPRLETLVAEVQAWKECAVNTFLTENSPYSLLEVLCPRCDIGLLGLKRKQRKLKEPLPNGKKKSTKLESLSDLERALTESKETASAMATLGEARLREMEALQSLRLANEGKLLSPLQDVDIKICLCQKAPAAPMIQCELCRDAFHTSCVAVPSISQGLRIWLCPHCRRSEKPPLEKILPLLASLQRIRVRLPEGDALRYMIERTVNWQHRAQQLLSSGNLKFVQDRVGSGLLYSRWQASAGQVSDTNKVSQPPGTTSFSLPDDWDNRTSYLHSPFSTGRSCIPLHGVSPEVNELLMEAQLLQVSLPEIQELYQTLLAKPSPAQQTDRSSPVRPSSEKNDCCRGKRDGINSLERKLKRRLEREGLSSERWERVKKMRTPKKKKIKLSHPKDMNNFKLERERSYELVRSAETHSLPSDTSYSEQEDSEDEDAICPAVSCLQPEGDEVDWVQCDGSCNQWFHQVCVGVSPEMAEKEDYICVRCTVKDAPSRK
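Compound dilutions met 200 nM (final) KDM5BΔAP for 10 min at room temperature before substrate addition. The substrate mix held 12.5 µM H3K4me3 with cofactors 25 µM α-ketoglutarate and 50 µM Fe²⁺. NADH signal gain over 30 min defined activity.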
Active calls of the source: *; i = inactive; ? = inconclusive; & = joins results of further samples; [ ] = remark or other dose. Potency means the concentration at half of the fitted maximal effect.

SMILES | KDM5B inhibitor
O=C(c1ccncc1)N1CCCC(n2cc(-c3nc(C4CC4)no3)nn2)C1 (stereo unspecified) | -9.3%
O=C(O)/C=C/c1cc(C(F)(F)F)ccc1Cl | 6.6%
Cc1ccc(-c2nnc(Nc3ccc(O)cc3)c3ccccc23)cc1S(=O)(=O)NCC1CCCO1 (stereo unspecified) | ?
O=C(OCc1cc(-c2ccco2)on1)c1cc2c(F)cccc2s1 | ?
CSc1ccc(/C=C/C(=O)Nc2cc(Cl)ccc2C)cc1 | -11.3%
O=C1NCCCCCCN(C(=O)CN2CCCC2=O)[C@H]2C[C@H](c3nc(Cc4ccccc4)no3)C[C@@H]12 | -12.9%
COc1cc(NC(=O)CSc2ccc(-c3sc(C)nc3C)nn2)cc(OC)c1 | -10.2%
CC(C)CNC(=O)c1ccccc1N | i
COc1cc(NC(=O)C2CCCN2C(=O)C23CC4CC(CC(C4)C2)C3)cc(OC)c1OC (stereo unspecified) | -1.1%
CCC12CN3CC(CC)(CN(C1)C3c1ccc(C)cc1)C2=O (stereo unspecified) | -17.5%
N#Cc1ccc(Cn2cnc3c(Cl)cc(Cl)cc3c2=O)cc1 | 10.6%
CC(NC(=O)N1CCC(NS(=O)(=O)c2cccs2)CC1)c1ccc(F)cc1F (stereo unspecified) | 19.4%
Cc1cc(C(=O)NCc2ccccc2F)c2ccccc2n1 | -7.1%
COC(=O)c1c(C)[nH]c(-c2cc(OC)c(OC)c(OC)c2)c1C1C(=O)Nc2ccc(F)cc21 (stereo unspecified) | ?
COc1cc(OC)c(N(C)C(=O)c2cn(C)c(=O)c3cc(OC)c(OC)cc23)cc1Cl | 12.3%&-17.8%
CCc1ccc(NCc2cc3cc4c(cc3n(CC(=O)Nc3ccc(C)cc3)c2=O)OCO4)cc1 | ?
Cc1ccc(C)n1-c1nnc(N2CCCC(C(=O)Nc3ccccc3Br)C2)s1 (stereo unspecified) | -26.3%
N#Cc1cccc(C(=O)NC2CCSc3ccccc32)c1 (stereo unspecified) | 0.1%
Cc1cccc(C)c1NC(=O)Nc1sc2nc3n(c(=O)c2c1C)CCC(C)CC3 (stereo unspecified) | 20.0%
O=c1cc(CN2CCN(S(=O)(=O)c3ccccc3)CC2)c2cc(Cl)c(O)cc2o1 | i
CC(C)CNC(=O)CSc1ccc2ccccc2n1 | 1.5%
Cc1ccsc1C(=O)NC1CCc2nnc(C3CC3)n2CC1 (stereo unspecified) | 9.4%
CCOC(=O)c1cnn(-c2nc(CC)nc3sc4c(c23)CCC4)c1N | 21.8%
COc1ccc(-n2ccnc(NCc3ccc(Cl)cc3)c2=O)cc1 | 49.7%[activator]
O=C(O)C[C@@H]1CCN(C(=O)c2ccccc2)C[C@@H]1CCN1C[C@@H]2C[C@H](C1)c1cccc(=O)n1C2 | ?
COCC(=O)Nc1ccc(-c2c(-c3ccccc3OC)nn(-c3ccc(C)cc3)c2OC(C)=O)cc1 | 22.4µM*
COc1ccc(CNc2oc(-c3ccc(COc4ccc(OC)cc4)o3)nc2C#N)cc1 | ?
Cc1ccccc1NC(=O)N1CCC(CN2CCCC2)CC1 | -13.6%
COC(=O)[C@@H]1C[C@H](NS(=O)(=O)c2ccc3c(c2)NC(=O)CO3)CN1C | -13.6%
CN(C)c1ccc(CNC2(Cc3cc(COc4ccccc4)on3)COC2)cc1 | ?

Arranged by length of the SMILES (largest number first): 14 of the compounds above
SMILES | KDM5B inhibitor
O=C(O)C[C@@H]1CCN(C(=O)c2ccccc2)C[C@@H]1CCN1C[C@@H]2C[C@H](C1)c1cccc(=O)n1C2 | ?
COC(=O)c1c(C)[nH]c(-c2cc(OC)c(OC)c(OC)c2)c1C1C(=O)Nc2ccc(F)cc21 (stereo unspecified) | ?
CCc1ccc(NCc2cc3cc4c(cc3n(CC(=O)Nc3ccc(C)cc3)c2=O)OCO4)cc1 | ?
COc1cc(OC)c(N(C)C(=O)c2cn(C)c(=O)c3cc(OC)c(OC)cc23)cc1Cl | 12.3%&-17.8%
O=c1cc(CN2CCN(S(=O)(=O)c3ccccc3)CC2)c2cc(Cl)c(O)cc2o1 | i
COc1ccc(CNc2oc(-c3ccc(COc4ccc(OC)cc4)o3)nc2C#N)cc1 | ?
Cc1cccc(C)c1NC(=O)Nc1sc2nc3n(c(=O)c2c1C)CCC(C)CC3 (stereo unspecified) | 20.0%
Cc1ccc(C)n1-c1nnc(N2CCCC(C(=O)Nc3ccccc3Br)C2)s1 (stereo unspecified) | -26.3%
CN(C)c1ccc(CNC2(Cc3cc(COc4ccccc4)on3)COC2)cc1 | ?
CCOC(=O)c1cnn(-c2nc(CC)nc3sc4c(c23)CCC4)c1N | 21.8%
COc1ccc(-n2ccnc(NCc3ccc(Cl)cc3)c2=O)cc1 | 49.7%[activator]
Cc1ccsc1C(=O)NC1CCc2nnc(C3CC3)n2CC1 (stereo unspecified) | 9.4%
Cc1ccccc1NC(=O)N1CCC(CN2CCCC2)CC1 | -13.6%
CC(C)CNC(=O)CSc1ccc2ccccc2n1 | 1.5%

(more compounds)
SMILES | KDM5B inhibitor
COc1ccc(NC(=O)[C@@H]2C[C@@H](c3cccc(C(F)(F)F)c3)N(Cc3cnn(C)c3)C2)cc1 | -0.9%
COC(=O)c1scc(C)c1NC(=O)/C=C/C(=O)O | 26.4%
CCC(CC)C(CNC(=O)c1n[nH]c(=O)c2ccccc12)N1CCOCC1 (stereo unspecified) | -6.8%
CC(Oc1ccc2ccc(=O)oc2c1)C(=O)N1CCc2ccccc21 (stereo unspecified) | ?
CSc1ccc(CN2CCN(C/C=C/c3ccccc3)CC2)cc1 | -39.8%
CN1CCOC[C@H]1c1ncc(-c2cccc(F)c2)[nH]1 | -14.0%[115 µM]
O=C(Cc1ccsc1)N[C@@H]1COCC[C@@H]1OCc1cscn1 | -13.6%
COc1cccc(CN2C[C@@H](CO)[C@H](c3ccccn3)C2)c1OC | -27.4%
CC(=O)Nc1nonc1-c1nnc(SCc2ccc(F)cc2Cl)n1C | 13.3%
Cc1ccc(C)n1-c1nnc(N2CCCC(C(=O)NCc3ccccc3)C2)s1 (stereo unspecified) | ?
COc1cccc(CC(=O)N2CCCCCCN(C)C(=O)[C@H]3CCC[C@H]32)c1 | 33.1%[activator]
CCC1Oc2ccc(NC(=O)COc3ccccc3)cc2CN(C(CC)c2ccccc2)C1=O (stereo unspecified) | 77.4%[activator]
Cc1ccc(-c2cc(C(=O)N3CCOCC3)n[nH]2)s1 | -10.2%
O=C(NCCCN1CCCC1=O)c1csc(N2CCN(c3ccc(F)cc3)CC2)n1 | 20.8%
Cc1cccc(NC(=O)N2CC=C(c3c[nH]c4ccccc34)CC2)c1C | ?
COCC(C)NC(=O)c1ccc(OC)c(S(=O)(=O)NC(C)C)c1 (stereo unspecified) | 4.7%
CCCS(=O)(=O)N1CCC2(CC1)NCCc1c2[nH]c2ccccc12 | -35.2%
Cc1noc(C)c1[S+](=O)([O-])N1CCC2(C1)C(=O)N(Cc1ccccc1)c1ccccc12 (stereo unspecified) | -17.6%
COC(=O)c1c(-c2ccccc2)csc1NC(=O)CN1CCOCC1 | -8.6%
CN(Cc1ccccc1)S(=O)(=O)c1cccc(Br)c1 | -7.9%
O=C1CCN(S(=O)(=O)c2ccccc2)CCCC(C(=O)NCCc2cccnc2)CCN1 (stereo unspecified) | 15.5%
CCc1ccc(S(=O)(=O)N2CCC(Oc3ncccc3C(=O)N3CCOCC3)C2)cc1 (stereo unspecified) | 11.1%
COc1ccc(/C=C(/CCCC(=O)O)c2nc3ccccc3s2)cc1C | 37.0%[activator]
C#CCOC(=O)C[N+](C)(C)C/C=C(/C)Cl | -1.5%
O=C(Cc1ccc(Cl)cc1Cl)Oc1ccccc1Cc1ccccc1 | 15.4%
O=C(Cn1ccn2nc(-c3ccc(F)cc3)c(CO)c2c1=O)Nc1cc(F)ccc1F | -22.0%
CC1CCN(C(=O)COC(=O)CCc2c[nH]c3ccccc23)CC1 | 5.2%
O=C(NCCCN1CCOCC1)c1ccc(-c2ccc(N3CCCCCC3)nc2)cc1 | 25.1µM*
COc1cc([N+](=O)[O-])cc2cc(C(=O)NC3CCCCCC3)c(=O)oc12 | -2.3%
COc1ccc(CC(=O)N2CCC(Cc3nc(-c4ccc(F)cc4)no3)CC2)cc1 | -18.3%
CCn1c(SCC(=O)OC)nc2c1c(=O)n(C)c(=O)n2C | 11.3%
Cc1nc(-c2cn(C3CCCN(C(=O)c4ccc(F)c(F)c4)C3)nn2)no1 (stereo unspecified) | 28.8%
NC(=O)C1CCN(C(=O)/C=C/c2cccc(Br)c2)CC1 | 12.7%
CCCNC(=O)N1CCN(Cc2c(C)noc2C)CC1 | -18.1%
NC(=O)c1ccc(OC2CCN(C(=O)CCc3ccccc3)C2)nc1 (stereo unspecified) | 0.6%
COc1cc(C(CC(=O)Nc2ccccc2)N2Cc3ccccc3C2=O)cc(OC)c1OC (stereo unspecified) | 6.1%
COc1cc(OC)cc(C(=O)N2CCN(c3cc(C(F)(F)F)nc(C)n3)CC2)c1 | -12.6%
CCOc1ccc(NC(=O)N2CCc3c(c4ccccc4n3C)C2)cc1 | 25.1µM*
O=c1c2ccccc2cnn1CN1CCN(S(=O)(=O)c2cccc(Cl)c2Cl)CC1 | -3.0%
CN(C(=O)COc1ccccc1F)c1c(N)n(Cc2ccccc2)c(=O)[nH]c1=O | 17.8%
COc1ccc(S(=O)(=O)N2CCOCC2)cc1NC(=O)c1ccc(S(=O)(=O)N2CCCCC2)cc1 | -18.8%
COc1ccccc1-c1ncc(CN2CCCC3(CCNCC3)CC2)cn1 | ?
CCN(C(=O)CSc1ncc(S(=O)(=O)c2ccc(C)c(Cl)c2)c(=O)[nH]1)c1cccc(C)c1 | ?
O=C(NCC1CCC1)c1ccccc1Nc1ccccc1 | 9.7%
COc1ccc(-c2nc3c(C#N)c[nH]n3c2NC2CCCCC2)c(OC)c1 | ?
C=CCc1cc(C(=O)N2C[C@@H]3CCN(C)C[C@]3(C(=O)O)C2)ccc1OC | -16.4%
COCc1ccc(CNC(=O)c2cccc(C#N)c2)cc1 | 18.5%
Cc1ccc(C(=O)O)cc1S(=O)(=O)NCCO | 18.6%
CN1CCN(C(=S)NC(=O)c2ccccc2Cl)CC1 | 3.1%
COc1ccccc1N1CCN(C[C@@H]2C=C(C)[C@H](Cc3nnc(-c4cncn4C)o3)C[C@H]2C(C)C)CC1 | -20.3%
COc1ccc(C(=O)Nc2ccc(C(O)[C@H]3COCC(=O)N3C)cc2)cc1 (stereo partly specified) | -7.6%[86.2 µM]
CCC(=O)N1CCC(C(NC(=O)c2ccccc2C)C(=O)NCC(C)C)CC1 (stereo unspecified) | 8.8%
Cc1cc(OCCCSc2nc(-c3ccc(C(C)(C)C)cc3)nc3cc(=O)[nH]n23)ccc1Cl | 7.4%
CCOc1ccc(NC(=O)NCc2c(-n3cccc3)sc3c2CCCC3)cc1 | -17.8%
CCN(CC)CCOc1ccc(NC(=O)c2nn(C)c(=O)c3ccccc23)cc1 | -2.9%
CNC(=O)CCc1ccc(C)cc1 | 35.6%[activator]
Cc1ccc(NC(=O)c2ncn(-c3ccccc3)n2)cc1Cl | ?
Cn1cccc1CN1CCn2c(nnc2-c2ccccc2)C1 | ?
Cc1nc(-c2c3n(c(=O)n(CC(=O)NC4CCCCC4)c2=O)CCCC3)no1 | 17.5%
COc1ccc(NC(=O)CCC(=O)c2cccs2)cc1Cl | 23.2%

Other compounds follow:
SMILES | KDM5B inhibitor
O=[N+]([O-])c1ccc(/C=N/Nc2cccc(Cl)c2)cc1 | -26.1%
COc1ccccc1C(=O)Nc1ccccc1C(=O)Nc1ccccc1 | 4.7%
O=C(/C=C/c1ccc[nH]1)c1ccc(I)cc1 | -21.8%
CC(C)(C)C(=O)Nc1c(C(=O)N2CCN(c3ccc(F)cc3)CC2)oc2ccccc12 | -23.0%
O=C(NC1CCCCC1)c1cccc2ncccc12 | 16.8%
CC1=C(C(=O)Nc2ccc(C(=O)NCCC(C)C)c(Cl)c2)SCCO1 | 7.8%
COc1ccc(OC)c(S(=O)(=O)N2CCN(Cc3nc4ccc(C)cc4o3)CC2)c1 | -17.4%
O=C(NCCc1nnc2n1CCCCC2)Nc1ccccc1 | 3.9%
COc1ccc(CN2CCC3(C2)C(=NC2CCCCC2)NC(=O)N3c2cccnc2)cc1 (stereo unspecified) | 5.6%[115 µM]
CCC(Oc1ccccc1F)C(=O)Nc1cc(-c2ccccc2)no1 (stereo unspecified) | -11.6%
O=C(NCc1cccc(Cl)c1)c1cnc2c(c1)N(C(=O)CCc1ccccc1)CCC2 | -4.2%[86.2 µM]
CCn1c(C(=O)NCCc2ccc(OC)c(OC)c2)cc2sc(Cl)cc21 | -11.9%
COC(=O)CC1COc2ccccc2N1C(=O)c1cc(OC)c(OC)c(OC)c1 (stereo unspecified) | 27.0%
COc1ccc(/C=C(\C#N)C(=O)NC(C)c2ccccc2)cc1O (stereo unspecified) | ?
O=C(c1ccc2cc[nH]c2c1)N1C[C@@H](CO)[C@H](c2nc(C3CC3)no2)C1 | 31.6µM*
C[C@H](N)C(=O)N1CCC(n2nccc2NC(=O)c2ccc3c(c2)OCO3)CC1 | ?
O=C(c1ccccc1)N1CCC2(CC1)C(=O)NCN2C(=O)CCCN1CCCC1 | -15.2%[115 µM]
COc1ccc(C(=O)Oc2ccc(Cl)cc2C)cc1OC | 14.9%
CCCS(=O)(=O)N1CCCC(Cc2noc(-c3cnccn3)n2)C1 (stereo unspecified) | 10.1%
CCC(Oc1ccccc1F)C(=O)Nc1c(C)cccc1C (stereo unspecified) | 7.9%
COc1ccc(-c2nc3c(s2)CN(C(C(=O)O)c2c[nH]c4cc(Br)ccc24)CC3)cc1 (stereo unspecified) | ?
CCN(CC)C(=O)N1CC(Oc2ccccc2-c2nc(-c3cnccn3)no2)C1 | -15.1%
O=C(CCc1c[nH]c2ccccc12)NC1CCN(C(=O)N2CC3CC(C2)[C@H]2CCCC(=O)N2C3)CC1 (stereo partly specified) | -5.3%

Assay outcomes (PubChem BioAssay)

Some of the compounds tested (hit frequency here may not be typical).
